# Screening results: PubChem, SRMLSC
# SK-BR-3 tox 24h: SK-BR-3 proliferation inhibitors. viability, % at 10 µM. actives 0.47% (n = 41,000). AID 847. SK-BR-3 viability, CellTiter-Glo ATP luminescence, 24 h; hits give low values;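 active means viability at or below the median of all test compounds minus 3 SD, in both replicates if run twice, cut at about 45% in these data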;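 further: 100% = median untreated cell wells and 0% = median positive control drug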
# Active calls of the source: *; & = joins results of further samples. A portion of the library (hit frequency here may not be typical).
SMILES,SK-BR-3 tox 24h
CCOC(=O)N1CCC(NC(=O)CCc2nc(C3=CCN(C)CC3)no2)CC1,99.2
O=c1[nH]c(N2CCN(Cc3ccc4c(c3)OCO4)CC2)nc2c1CCC2,99.2
CCN(CC)CCCNC(=O)c1c(O)c2ccccc2n(Cc2ccccc2)c1=O,89.2
NCC(CC(=O)O)c1ccc(Cl)cc1 (stereo not given),122.4&95.0
CC(=O)N1CN2CN(C(C)=O)CC(C(=O)c3ccc(Br)cc3)(C2)C1,88.2
C=CCN(CC=C)Cc1c[nH]c2ccccc12,26.6*
O=C1NC(=O)C(Cc2cccs2)C(=O)N1,94.8
CCCc1nc2ccccc2c(=O)n1-c1ccccc1OC,118.5
O=c1c(C=NCCN2CCNCC2)c(O)n(C2CCCCC2)c(=O)n1C1CCCCC1,61.6
CC1(C)CC(=O)C(C=NCCN2CCN(C(=O)Cc3ccc(F)cc3)CC2)=C(O)C1,75.7
CCCNC(=O)c1c(N)n(CC2CCCO2)c2nc3ccccc3nc12 (stereo not given),68.1
O=c1[nH]c2c(c(=O)n1C1CCCCC1)CCC2,91.4
Cc1ccccc1C1=NCC(=O)N(CC(=O)NCc2ccco2)c2sc3c(c21)CCCC3,113.9
Cc1cccc(-n2c(O)c(C=NCc3cccnc3)c(=O)[nH]c2=O)c1C,77.0
Cc1ccnc(-n2c(-c3ccco3)nc3ccccc3c2=O)c1,71.5
COc1ccc(Cn2c(N)c(C(=O)NCc3ccco3)c3nc4ccccc4nc32)cc1,87.2
c1ccc(CCn2nnnc2CN2CCC(n3nnc4ccccc43)CC2)cc1,86.5
O=C1c2ccccc2C(=O)N1Cc1nc2ccccc2c(=O)n1-c1ccc(Br)cn1,94.0
CCC(=O)N1CCN(CCN=Cc2c(O)n(C)c(=O)n(C)c2=O)CC1,89.2
O=P(O)(O)Cc1ccccc1OP(=O)(c1ccccc1)c1ccccc1,60.1
CN1C2C=C(N(C(=O)c3ccc(Cl)cc3)c3ccccc3)CC1CC2 (stereo not given),92.8
CCSc1cc(C2C(C#N)=C(N)Oc3n[nH]c(C)c32)c(C)o1 (stereo not given),94.0
CCCCNC(=O)Nc1ccc(C(O)(C(=O)OC)C(F)(F)F)cc1 (stereo not given),72.2
COc1ccc(OC)c(N2C(=O)NC(=O)C(CCc3ccncc3)(CCc3ccncc3)C2=O)c1,85.0
Cc1onc(-c2ccccc2)c1C(=O)N1CCC2(CC1)OCCO2,99.4

# Ordered by length of the SMILES (smallest number first): some entries from above
SMILES,SK-BR-3 tox 24h
NCC(CC(=O)O)c1ccc(Cl)cc1 (stereo not given),122.4&95.0
O=C1NC(=O)C(Cc2cccs2)C(=O)N1,94.8
CCCc1nc2ccccc2c(=O)n1-c1ccccc1OC,118.5
Cc1ccnc(-n2c(-c3ccco3)nc3ccccc3c2=O)c1,71.5
Cc1onc(-c2ccccc2)c1C(=O)N1CCC2(CC1)OCCO2,99.4
CCCNC(=O)c1c(N)n(CC2CCCO2)c2nc3ccccc3nc12 (stereo not given),68.1
O=P(O)(O)Cc1ccccc1OP(=O)(c1ccccc1)c1ccccc1,60.1
c1ccc(CCn2nnnc2CN2CCC(n3nnc4ccccc43)CC2)cc1,86.5
CN1C2C=C(N(C(=O)c3ccc(Cl)cc3)c3ccccc3)CC1CC2 (stereo not given),92.8
CCC(=O)N1CCN(CCN=Cc2c(O)n(C)c(=O)n(C)c2=O)CC1,89.2
O=c1[nH]c(N2CCN(Cc3ccc4c(c3)OCO4)CC2)nc2c1CCC2,99.2
CCOC(=O)N1CCC(NC(=O)CCc2nc(C3=CCN(C)CC3)no2)CC1,99.2
CC(=O)N1CN2CN(C(C)=O)CC(C(=O)c3ccc(Br)cc3)(C2)C1,88.2
O=c1c(C=NCCN2CCNCC2)c(O)n(C2CCCCC2)c(=O)n1C1CCCCC1,61.6
O=C1c2ccccc2C(=O)N1Cc1nc2ccccc2c(=O)n1-c1ccc(Br)cn1,94.0
Cc1ccccc1C1=NCC(=O)N(CC(=O)NCc2ccco2)c2sc3c(c21)CCCC3,113.9
CC1(C)CC(=O)C(C=NCCN2CCN(C(=O)Cc3ccc(F)cc3)CC2)=C(O)C1,75.7
COc1ccc(OC)c(N2C(=O)NC(=O)C(CCc3ccncc3)(CCc3ccncc3)C2=O)c1,85.0

# Continued.
SMILES,SK-BR-3 tox 24h
COC(=O)C1=C(N)Oc2c(c(=O)oc3ccccc23)[C@]12C(=O)N(C)c1ccccc12,74.2
CN1[C@@H]2CC[C@H]1CC(OC(=O)C1C=Nc3ccccc31)C2 (stereo not given in full),101.4
Cc1c(C(=O)N2CCC3(CC2)OCCO3)sc2ncnc(N(C)c3ccccc3)c12,71.5
COc1ccc(CN2CCN(Cc3ccccc3)CC2)c(OC)c1,95.3
C=CCn1c(O)c(C(C)=Nc2cc(OC)ccc2OC)c(=O)[nH]c1=O,77.5
CC(=NCc1cccnc1)c1c(O)n(C2CCCCC2)c(=O)[nH]c1=O,109.5
CCCCOC(=O)C1=C(N)OC2=C(C(=O)CCC2)[C@]12C(=O)Nc1ccccc12,97.4
CCOc1cccc(N2C(=O)CC(=O)NC2=O)c1,100.3
COc1ccc(C2SCC(=O)Nc3c2c(=O)[nH]n3C2CCCCCC2)cc1OC (stereo not given),96.2
C=CCOC(=O)C1=C(C)OC(N)=C(C#N)[C@@]12C(=O)N(CC(N)=O)c1ccccc12,81.5
O=c1[nH]c(=O)n(-c2cccc3ccccc23)c(O)c1C=NCCCn1ccnc1,89.7
CCC(=NCCO)c1c(O)n(C2CCCCC2)c(=O)[nH]c1=O,101.4
Cc1ccc2c(c1)N(CCC(=O)N1CCC3(CC1)OCCO3)C(=O)C(C)O2 (stereo not given),73.6
C1CNC2NCCNC2N1 (stereo not given),118.1
O=C1C2CCCN2C(c2ccc(Cl)cc2)N1c1ccccn1 (stereo not given),81.2
O=C1CN=C(c2cccs2)c2c(sc3c2CCCC3)N1,113.0
CCC(=NCc1ccc(F)cc1)c1c(O)n(C)c(=O)n(C)c1=O,79.3
CCCc1[nH]nc2c1C1(C(=O)N(CC(N)=O)c3ccccc31)C(C(=O)OC)=C(N)O2 (stereo not given),113.2
CC(C)CCOC(=O)c1c(N)n(CC2CCCO2)c2nc3ccccc3nc12 (stereo not given),78.0
COc1ccc(CCC(=O)N2CCC3(CC2)OCCO3)cc1,89.3
CCC(=NCCO)c1c(O)n(-c2ccccc2)c(=O)[nH]c1=O,97.1
CC(=NC1CCN(Cc2ccccc2)CC1)c1c(O)n(C)c(=O)n(C)c1=O,93.1
CCN(CC)CCN=Cc1c(O)n(CCc2ccccc2)c(=O)[nH]c1=O,132.0
COc1ccc(Cn2c(N)c(C(=O)NCc3ccco3)c3nc4ccccc4nc32)cc1OC,101.5
CCOC(=O)C1C2c3ccccc3O[C@@]1(C)N=C1SCC(=O)N12 (stereo not given in full),99.3

# (next part)
SMILES,SK-BR-3 tox 24h
N#Cc1c(/N=C/c2c(O)n(Cc3ccco3)c(=O)[nH]c2=O)sc2c1CCCC2,112.3
N#Cc1ccccc1Cn1cc(C(=O)c2cccs2)c2ccccc21,80.2
C/C(Cl)=C/CC1(CN2CCCC2=O)C(=O)NC(=O)NC1=O,93.2
CCOC(=O)c1c(N)n(Cc2ccc(OC)cc2)c2nc3ccccc3nc12,80.8
COc1cc(CN2CC3CC(C2)c2cccc(=O)n2C3)cc(OC)c1OC (stereo not given),118.5
CCC1(CC)C(=O)NC(=Nc2cccc(C(F)(F)F)c2)NC1=O,86.5
CN(C)CCc1nn[nH]n1,136.1
COc1ccc(C2SCC(=O)Nc3c2c(=O)[nH]n3C2CCCCC2)cc1 (stereo not given),114.9
Nc1ccc(N2CCN(Cc3ccccc3Cl)CC2)c(Cl)c1,77.8
Cc1ccc2cccc(OC(=O)N(C)c3ccccc3)c2n1,119.0
CCOC(=O)C1CCN(/C=C2/C(=O)NC(=O)N(c3ccc(OCC)cc3)C2=O)CC1,106.8
O=P(OCC(F)(F)C(F)F)(N1CCCCC1)N1CCCCC1,98.1
N[C@@H](Cc1c[nH]c2ccccc12)c1nnc(SCc2ccc(F)cc2)o1,81.8
COc1ccc(-n2c(O)c(C(C)=NCCN3CCNCC3)c(=O)[nH]c2=O)cc1,94.4
N=c1n(CCO)c2ccccc2n1Cc1ccccc1,108.4
CC(c1ccc(F)cc1)n1cc(C(=O)NCc2ccc3c(c2)OCO3)nn1 (stereo not given),87.2
COc1ncccc1C(=O)NCC(CC(=O)O)c1ccccc1 (stereo not given),108.9
CN1CCN(Cc2nc3ccccc3n2C)CC1,82.7

# Reprinted at random: 2 entries already listed
SMILES,SK-BR-3 tox 24h
CN1CCN(Cc2nc3ccccc3n2C)CC1,82.7
CCC1(CC)C(=O)NC(=Nc2cccc(C(F)(F)F)c2)NC1=O,86.5
